EBI2 antag = antagonists of human EBI2 receptor | P32249 | EBI2 beta-arrestin recruitment, luminescence, 7a,25-OHC stimulated | inhibition, % at 5 µM | hit rate 0.81% among 360,000 | AID 651636; in the data active = inhibition above about 38%;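 note: enzyme fragment complementation signal reports receptor beta-arrestin coupling in cells; 0% = agonist plus DMSO wells and 100% = wells without agonist; some results beyond the cut were filed as inactive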
Target sequence (P32249 whole entry, looked up, the tested form may be a part): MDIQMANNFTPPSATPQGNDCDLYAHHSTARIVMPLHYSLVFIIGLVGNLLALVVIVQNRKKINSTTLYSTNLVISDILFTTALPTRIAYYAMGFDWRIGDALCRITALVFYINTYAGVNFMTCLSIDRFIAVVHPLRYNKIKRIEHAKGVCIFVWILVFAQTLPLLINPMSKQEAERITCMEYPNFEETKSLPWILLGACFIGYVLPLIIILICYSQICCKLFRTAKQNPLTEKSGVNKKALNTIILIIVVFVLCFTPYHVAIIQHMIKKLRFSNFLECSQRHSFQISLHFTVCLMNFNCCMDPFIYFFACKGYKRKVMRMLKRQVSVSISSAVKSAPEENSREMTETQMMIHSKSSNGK
Jurkat NFkB inh = inhibitors of the PMA/ionomycin-induced NF-kB reporter in Jurkat cells | hit rate 0.53% among 330,000 | inhibition, % at 4 µM | AID 435003 | PMA/ionomycin-induced NF-kB luciferase reporter, luminescence
CCR6 antag = CCR6 (human) receptor antagonism | P51684 | inhibition, % at 20 µM | CHO-K1 CCR6 PathHunter beta-arrestin, luminescence, CCL20-stimulated | hit rate 0.49% among 340,000 | AID 493098;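 active = compounds whose inhibition of the agonist-driven luminescence signal at 20 µM reaches about 50%, limit read from the data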;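 note: cells stimulated with CCL20 at 14 nM final; plate controls were DMSO with CCL20 for no effect and DMSO without agonist for full effect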
Target sequence (P51684 whole entry, looked up): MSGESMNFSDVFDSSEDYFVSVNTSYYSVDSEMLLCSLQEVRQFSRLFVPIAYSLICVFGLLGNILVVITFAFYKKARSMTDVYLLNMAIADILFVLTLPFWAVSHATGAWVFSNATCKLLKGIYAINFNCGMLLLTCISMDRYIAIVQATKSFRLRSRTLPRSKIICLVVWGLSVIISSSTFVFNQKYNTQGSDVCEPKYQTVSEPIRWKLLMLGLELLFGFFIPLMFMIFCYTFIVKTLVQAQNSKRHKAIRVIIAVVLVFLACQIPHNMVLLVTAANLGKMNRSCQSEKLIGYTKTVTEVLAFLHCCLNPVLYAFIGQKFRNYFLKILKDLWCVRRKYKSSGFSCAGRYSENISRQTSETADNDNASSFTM
Apaf1 inhib = blocks human Apaf-1 apoptosome activity. O14727. reconstituted apoptosome caspase-3 activity, DEVD-Rh110 fluorescence. inhibition, % at 20 µM. hit rate 0.71% among 330,000. AID 489030; active = inhibition of at least 40% at 20 µM;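 note: plate controls were DMSO wells for no effect and DEVD-CHO caspase inhibitor wells for full effect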
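Material: reconstituted apoptosome with Apaf-1, cytochrome c, caspase-9, procaspase-3, dATP. Technique: Rh110 fluorescence intensity. Buffer or medium: pH 7.5 Hepes buffer with CHAPS, BSA, DTT. Times: 30 min plus 50 min, RT.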
SENP8 inh = inhibitors of human SENP8 protease. Q96LD8. purified SENP8, Z-RLRGG-aminoluciferin cleavage, luminescence. inhibition, % at 10 µM. hit rate 1.2% among 330,000
Gli-Sufu block = Gli-Sufu pathway antagonism; Sufu-KO-LIGHT fibroblasts, Gli luciferase reporter luminescence; inhibition, % at 5 µM; hit rate 0.74% among 340,000; AID 588413;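 active = inhibition above about 55%, limit read from the data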;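 note: 0% = DMSO-treated cells and 100% = wells with medium but no cells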
UBC13 inh = inhibitors of human UBC13 polyubiquitin chain formation. P61088. TR-FRET. inhibition, % at 20 µM. hit rate 0.47% among 330,000. AID 485273; in the data active = inhibition above about 45%, passing the limit was not always enough; inconclusive = no clear call, values can overlap the other calls
Target sequence (P61088 whole entry, looked up): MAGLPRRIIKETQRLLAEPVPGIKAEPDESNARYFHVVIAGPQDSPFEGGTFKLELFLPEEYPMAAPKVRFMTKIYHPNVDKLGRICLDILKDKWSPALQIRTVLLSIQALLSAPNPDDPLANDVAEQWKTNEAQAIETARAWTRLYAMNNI
697 NFkB inh = lowers PMA/ionomycin-induced NF-kB signal in 697 B cells; hit rate 0.33% among 330,000; inhibition, % at 4 µM; 697 B-cell NF-kB luciferase reporter, 16 h; AID 435022; in the data active = inhibition above about 35%
Starred values were filed as active, the others as inactive; ? = inconclusive; · = no result given; & = joins results of further samples. Cut-off read from the data, not from the text of the source, unless noted: active = inhibition above about 50%; inactive = the rest.

SMILES	EBI2 antag	Jurkat NFkB inh	CCR6 antag	Apaf1 inhib	SENP8 inh	Gli-Sufu block	UBC13 inh	697 NFkB inh
OCCN1CCN(C(=S)Nc2cccc(C(F)(F)F)c2)CC1	1&-30	9	2&-3	-15	0	2&-10	14	16
COc1ccc(/C=C/c2c(-c3ccccc3OC)sc3ccccc23)cc1OC	18	-7	-6	0	6	4	19	-5
Cc1cccc(NC(=O)C(c2ccccc2Cl)N2CCOCC2)c1 (stereo unspecified)	0	-11	0	-2	1	10	-1	10
COc1ccc(NC(=O)COc2coc(CN3CCc4ccccc4C3)cc2=O)cc1	-8	5	4	7	9	-1	0	14
COc1cc(C(=O)Sc2ccc(C)cc2)cc(OC)c1OC	29	9	18	-3	7	-2	14	31
COc1ccc(OCCSc2nnc3c(Cl)cc(Cl)cn23)cc1	-12	-10	11	-3	-6	-1	1	11
CNc1ccc(S(=O)(=O)NCC(=O)NCCCc2ccccc2)cc1[N+](=O)[O-]	-9	-6	19	9	-3	-1	-21	4
COc1ccc2c(=O)c3c(=O)n(Cc4ccco4)c(-c4ccccc4)nc3oc2c1	9	-4	13	-25	6	15	-13	4
Cc1ccccc1CNCCCSc1ncccn1	6	2	-1	-9	-1	14	6	-9
O=C(CC1Nc2ccccc2NC1=O)NCCc1ccccc1 (stereo unspecified)	-4	5	-3	-10	4	9	42	15
Cc1cccc(NC(=O)CSc2nc(N)cc(N)n2)c1	11	3	16	-7	3	-1	8	9
CC1(C)c2[nH]c3ccccc3c2C[C@@H]2C(=O)N(Cc3ccco3)C(=O)N21	9	-3	3	8	5	13	7	12
CCOc1ccccc1NC(=O)CN(c1ccc(Cl)cc1)S(C)(=O)=O	-11	13	4	-1	-3	17	9	1
Cc1cccc(-n2c(N)cc(=O)nc2SCC(=O)Nc2nnc(CC(C)C)s2)c1	·	-3	·	-1	-11	·	-1	-3
O=c1c2ccccc2cnn1Cc1n[nH]c(=S)n1-c1ccc(Cl)cc1Cl	·	9	·	-2	-1	·	3	0
CN(C)S(=O)(=O)c1cccc(NC(=O)CCc2c[nH]c3ccccc23)c1	0	2	-4	-8	1	·	21	-2
COc1ccc(N2CCN(C(=O)c3oc4c(c3C)C(=O)CCC4)CC2)cc1	-8	4	17	0	4	-2	3	-7
CC(=O)c1cccc(NS(=O)(=O)c2cc(OCC(N)=O)c(C)cc2Cl)c1	-11	2	7	2	-4	3	15	8
CCOC(=O)C1=C(C)N(C)C(C)=C(C(=O)OCC)C1c1ccc(Cl)cc1	28	10	23	28	-1	22	-9	-19
CC(C)NC(=O)N(C)C[C@H]1Oc2c(NC(=O)c3ccc(-c4nccs4)cc3)cccc2C(=O)N([C@@H](C)CO)C[C@H]1C	3	3	1	3	-5	8	15	0

Structures listed so far that have an aryl thioether with sulfur outside any ring:
SMILES	EBI2 antag	Jurkat NFkB inh	CCR6 antag	Apaf1 inhib	SENP8 inh	Gli-Sufu block	UBC13 inh	697 NFkB inh
COc1ccc(OCCSc2nnc3c(Cl)cc(Cl)cn23)cc1	-12	-10	11	-3	-6	-1	1	11
Cc1ccccc1CNCCCSc1ncccn1	6	2	-1	-9	-1	14	6	-9
Cc1cccc(NC(=O)CSc2nc(N)cc(N)n2)c1	11	3	16	-7	3	-1	8	9
Cc1cccc(-n2c(N)cc(=O)nc2SCC(=O)Nc2nnc(CC(C)C)s2)c1	·	-3	·	-1	-11	·	-1	-3

The list goes on:
SMILES	EBI2 antag	Jurkat NFkB inh	CCR6 antag	Apaf1 inhib	SENP8 inh	Gli-Sufu block	UBC13 inh	697 NFkB inh
CC1CCN(C(=O)c2ccc(S(=O)(=O)N3CCCCCC3)cc2)CC1	-11	8	3	-3	-6	6	-3	4
Cc1cc(SCC(=O)Nc2ncc(Cl)cc2Cl)nc2ccccc12	5	-14	-3	-7	-6	1	?	-24
Nc1nc(N)c2[nH]cnc2n1	·	-6	-1	-12	-4	-56	2	9
CCOc1ccc(S(=O)(=O)N2CCN(C(=O)c3ccncc3)CC2)cc1	3	0	11	4	-6	3	-5	-3
Cc1cccc2c1-c1sc(C(=O)Nc3ccccc3N3CCN(C)CC3)cc1CO2	7	2	20	8	-3	5	34	11
CCC(=O)c1c[nH]c(C(=O)NCc2ccccc2OC)c1	3	-17	-2	-4	-2	3	4	8
O=C(c1ccc(F)cc1)C1CCN(CCn2c(=S)[nH]c3ccccc3c2=O)CC1	·	2	·	10	0	·	4	-16
CN1CCC(N(C)CC(C)(C)NS(=O)(=O)c2ccccc2)CC1	4	-4	-4	-18	1	5	3	6
Cc1cccc(NC(=O)C2Cc3ccccc3O/C2=N\O)c1 (stereo unspecified)	5	-27	12	3	5	-2	8	-1
COc1cc2c(C(=O)N3CCN(C4CCCCC4)CC3)cn(CC(C)C)c(=O)c2cc1OC	·	-9	-2	-6	1	6	4	10
O=C(CSc1nnnn1-c1ccccc1)Nc1ncc(Cc2ccccc2Cl)s1	-5	12	15	12	4	3	-10	17
CCC(C)NC(=O)c1cn(C)c(=O)c2cc(OC)c(OC)cc12 (stereo unspecified)	-11	12	1	7	6	4	2	-1
O=C(O)c1ccc(NC(=O)C2C3CCC(C3)C2C(=O)O)cc1 (stereo unspecified)	-8	3	-1	-10	2	0	-1	-7
CSc1nc(NNC=O)cc(Oc2ccc(NC(C)=O)cc2)n1	-8	6	-12	-3	-10	5	-4	14
COc1cc(C(=O)NCc2nnc(SCC(=O)N3CCOCC3)o2)cc(OC)c1OC	6	-12	6	-8	-6	3	-14	-10
Cc1c(C(=O)N/N=C/c2ccoc2)cccc1[N+](=O)[O-]	0	6	-3	0	1	-2	-8	-6
Cc1ccc(C(=O)N(Nc2nc3ccccc3s2)C(=O)c2ccc(C)cc2)cc1	9	3	14	9	-1	-7	-1	0
COc1ccc2cc(C(=O)C3CCCN(C(=O)c4csnn4)C3)ccc2c1 (stereo unspecified)	18	-2	8	16	-12	-6	15	14
CCc1noc(C)c1C(=O)N1CCCC1	-2	-4	-5	-4	-7	1	-2	14
CCOC(=O)c1cnc2nc[nH]n2c1=O	-2	1	0	-4	4	1	-6	-2
Cc1cc(=O)c2ccccc2[nH]1	-1	8	-3	-7	1	4	3	3
CC(OC(=O)c1n[nH]c2ccccc12)C(=O)NC1CCCCC1C (stereo unspecified)	12	9	3	6	-6	-5	-11	-43
COc1ccc(-c2nc(CSCC(=O)N3CCc4ccccc43)c(C)o2)cc1OC	7	-10	1	22	0	5	-7	-20
COCCn1c(NCc2ccc(C)cc2)nc2c1c(=O)[nH]c(=O)n2C	2	9	-12	-18	1	-6	2	10
O=C(NC1CCCCC1)c1ccc2snnc2c1	7	16	8	3	-2	-28	5	-9
Cn1nc(OC(=O)Nc2cccc(Cl)c2)cc1C(F)(F)F	7	-13	-10	9	-26	-4	-5	-9
O=C(NCc1ccccc1)C(c1ccc(F)cc1)N(C(=O)c1csnn1)c1ccccc1 (stereo unspecified)	12	-15	16	15	-6	-2	-4	-7
CCOc1ccc(-n2cccc2C=O)cc1	-6	4	4	-16	5	-6	1	-1
Oc1ccccc1-c1cc(-c2ccc(F)cc2)n[nH]1	7	-164	-8	9	89*	29	11	-272
Cn1c(C(=O)N2CCCC(C(=O)NCCCSC3CCCCC3)C2)cc2sccc21 (stereo unspecified)	17	-9	6	23	-1	-20	10	-30
Cc1cc(NC(=O)CCCN2C(=O)c3cccnc3C2=O)ccc1Br	-6	4	-2	-5	-9	4	-7	11
Cc1c(NC(=O)c2ccc(N(C)S(=O)(=O)c3ccccc3)cc2)c(=O)n(-c2ccccc2)n1C	-5	5	13	15	1	-8	2	6
COc1cccc(CN2CCN(Cc3ccc4c(NC(C)=O)cccc4n3)CC2CCO)c1 (stereo unspecified)	-15	-5	6	-10	6	-14	-3	11
COc1ccc(/C=N/NC(=O)c2cc(OC)c(OC)c(OC)c2)cc1CN1CCc2cc(OC)c(OC)cc2C1C (stereo unspecified)	10	-10	10	17	-4	·	0	20
Cc1c(C(=O)OCC(=O)NCCN2C(=O)CSC2=O)cccc1[N+](=O)[O-]	-4	10	-1	-13	7	-2	-4	12
CNS(=O)(=O)c1cccc(C(=O)OCC(=O)N2CCCC2)c1	-13	-8	15	3	-8	-18	-4	12
O=C(CCSc1ccccc1)Nc1ncccn1	0	-3	-1	-16	5	0	4	8
CCOc1c(Cl)cc(CNCc2ccncc2)cc1OC	3	6	11	-12	11	21	1	7
COc1ccc(-c2nc3ccccc3c(=O)n2CCOc2ccc(C)cc2C)cc1	5	-8	16	-9	-8	3	8	-1
C=CCn1c(SCC(=O)NCCc2ccccc2)nnc1C1CC1	0	1	3	42*	-7	-7	7	-5
CCCCCn1nc(C(=O)N(CC(C)C)c2c(N)n(CCCC)c(=O)[nH]c2=O)c2ccccc2c1=O	-6	9	6	8	-3	·	-10	-8
CCOc1ccc(/C=C2\SC(=S)N(CC(=O)N(CCO)C(C)(C)C)C2=O)cc1	5	-2	10	21	-4	-2	-13	17
Cc1cc(C(=O)CSc2nncs2)c(C)n1-c1ccc2c(c1)OCO2	-5	-26	9	0	-17	-61	-4	-131
CCCCN(C)C(=O)c1nc2ccccn2c1CN1CCN(C(=O)c2cccs2)CC1	0	13	11	-11	0	4	5	23
NNC(=O)c1cc2ccccc2[nH]1	5	0	3	-10	-1	-22	-10	-1
Cc1cc(C)n(CCCNC(=O)COc2ccc([N+](=O)[O-])cc2)n1	-8	-5	10	-7	1	-7	4	15
O=C(O)c1ccccc1S(=O)(=O)Cc1ccccc1	-3	10	-3	-12	-4	-2	11	13
CC(=O)Nc1ccc(C(=O)COC(=O)c2c(C)noc2C)c(F)c1	12	0	-1	-5	-13	-19	0	9
Nc1ccc(Nc2nc(-c3cc4ccccc4oc3=O)cs2)cc1	12	-16	11	7	3	-4	-5	3
COc1ccc(S(=O)(=O)n2nc(OC(=O)c3ccco3)cc2N)cc1	-13	-11	-11	4	-10	-2	-2	14
COc1cccc(NC(=O)Nc2ccc(C(C)(C)C)cc2)c1	21	-99	-38	23	-10	-83	-2	-187
COc1ccc(NC(=O)NC2(C(=O)N3CCN4CCCC4C3)CCCCC2)cc1 (stereo unspecified)	1	-2	0	0	3	11	4	17
CN(C(=O)COC(=O)CNC(=O)c1ccc(C(C)(C)C)cc1)c1c(N)n(Cc2ccccc2)c(=O)[nH]c1=O	-2	-8	9	5	-3	-12	0	-34
CCN(CC)c1nc(Nc2ccccc2)nc(Oc2ccc(=O)n(C)n2)n1	3	-5	8	22	-9	22	-17	3
O=c1[nH]c2ccc(S(=O)(=O)N3CCCCC3)cc2s1	2	3	8	3	0	9	4	7
S=c1nc(C23CC4CC(CC(C4)C2)C3)[nH][nH]1	-1	-7	-3	-8	-11	-2	-8	-27
Cc1cccc(-c2noc(CCC(=O)NCC3CCCO3)n2)c1 (stereo unspecified)	8	-14	-2	-2	3	-2	9	7
OCC1CCCN(c2nc(CN3CCCCC3)nc3scc(-c4ccccc4)c23)C1 (stereo unspecified)	23	-1	8	11	-4	28	11	-40
CCCCOc1ccc(C(=O)NCCCC(=O)N2CCCCC2)cc1	-17	-7	8	-7	-3	68*	-8	0
Cc1cc(NC(=O)CSc2nccn2-c2ccc(F)cc2)no1	-9	13	4	-18	7	-3	2	8
Following part.
SMILES	EBI2 antag	Jurkat NFkB inh	CCR6 antag	Apaf1 inhib	SENP8 inh	Gli-Sufu block	UBC13 inh	697 NFkB inh
CCOc1ccc(-c2ccc(SC)nn2)cc1	2	-47	1	-11	93*	-35	-2	-36
CSc1nc2nc(C(F)(F)F)cc(-c3ccccc3)n2n1	6	16	9	0	0	-2	19	-3
COc1cccc(C(=O)Nc2cccc3cccnc23)c1OC	0	-27	4	4	-23	-7	-7	-6
Cc1ccc(-n2c(SCC(=O)N(C)C3CCS(=O)(=O)C3)nc3ccccc3c2=O)cc1 (stereo unspecified)	1	11	12	-7	2	-3	6	2

Fetched by compound from the list above (2):
SMILES	EBI2 antag	Jurkat NFkB inh	CCR6 antag	Apaf1 inhib	SENP8 inh	Gli-Sufu block	UBC13 inh	697 NFkB inh
Cc1ccc(-n2c(SCC(=O)N(C)C3CCS(=O)(=O)C3)nc3ccccc3c2=O)cc1 (stereo unspecified)	1	11	12	-7	2	-3	6	2
CCOc1ccc(-c2ccc(SC)nn2)cc1	2	-47	1	-11	93*	-35	-2	-36

Source: PubChem (Sanford-Burnham Center for Chemical Genomics)

An excerpt; count on the stated rates, not on these rows.
